Screening data deposited in PubChem by Broad Institute.
BioA inh: blocks M. tuberculosis BioA enzyme activity; purified M. tuberculosis BioA enzyme, plate reader; inhibition, % at 9.99 µM; actives 0.096% (n = 360,000); AID 602481; in the data active = inhibition above about 40%
The depositor's hits bear a star.

SMILES	BioA inh
Cc1ccc(-c2cnc3c(c2)C(=O)N([C@H](C)CO)C[C@@H](C)[C@@H](CN(C)CC2CCOCC2)O3)cc1	0.5
C[C@@H]1CN([C@@H](C)CO)S(=O)(=O)c2ccc(C#Cc3ccc(F)cc3)cc2O[C@@H]1CN(C)C(=O)c1ccccn1	5.1
CCCC#Cc1cnc2c(c1)C(=O)N([C@H](C)CO)C[C@H](C)[C@H](CN(C)S(=O)(=O)c1cn(C)cn1)O2	2.9
CN(C)CC(=O)Nc1ccc2c(c1)[C@@H]1C[C@@H](CC(=O)NC3CCCC3)O[C@H](CO)[C@@H]1O2	-2.6
C[C@H]1CN([C@@H](C)CO)C(=O)c2cc(-c3ccccc3)cnc2O[C@H]1CN(C)C(=O)c1cccc(F)c1	-0.1
O=C(C[C@@H]1CC[C@@H]2[C@H](COC[C@H](O)CN2Cc2cc(F)ccc2F)O1)NCc1ccccc1	0.6
CC(C)CC#Cc1ccc2c(c1)O[C@@H](CN(C)S(=O)(=O)c1cccc(F)c1)[C@@H](C)CN([C@@H](C)CO)S2(=O)=O	-2.9
COc1ccc(NC(=O)N(C)C[C@H]2Oc3ncc(-c4cccnc4)cc3C(=O)N([C@@H](C)CO)C[C@@H]2C)cc1	8.8
CC(C)c1cccc(NC(=O)C[C@H]2CC[C@H]3[C@@H](COc4ccc(NC(=O)c5cnccn5)cc4C(=O)N3C)O2)c1	-0.2
C[C@@H]1CN([C@H](C)CO)C(=O)c2cccc(NC(=O)C3CCCCC3)c2O[C@@H]1CN(C)C(=O)Nc1ccc(C(F)(F)F)cc1	-1.9
C[C@H](CO)N1C[C@H](C)[C@@H](CN(C)C(=O)NC2CCCCC2)OCCCC[C@H](C)Oc2ccc(NC(=O)CCC(F)(F)F)cc2C1=O	1.0
C[C@@H]1CN([C@H](C)CO)C(=O)c2cc(NC(=O)c3ccccc3)ccc2O[C@@H](C)CCCCO[C@H]1CN(C)Cc1ccncc1	-1.2
O=C([C@@H]1[C@@H](CO)[C@@H]2Cn3c(ccc(-c4ccccc4F)c3=O)[C@H]1N2C(=O)C1CCC1)N1CCOCC1	-0.4
C[C@@H]1CN([C@H](C)CO)C(=O)c2cc(NC(=O)Cc3ccccc3)ccc2O[C@H]1CN(C)C	-3.6
COc1ccc(CN(C)C[C@@H]2Oc3ccc(NC(=O)Nc4ccccc4)cc3CC(=O)N([C@@H](C)CO)C[C@@H]2C)cc1	-1.4

Laid out differently: 2 of the compounds above
| compound | BioA inh |
| --- | --- |
| CN(C)CC(=O)Nc1ccc2c(c1)[C@@H]1C[C@@H](CC(=O)NC3CCCC3)O[C@H](CO)[C@@H]1O2 | -2.6 |
| C[C@@H]1CN([C@H](C)CO)C(=O)c2cc(NC(=O)Cc3ccccc3)ccc2O[C@H]1CN(C)C | -3.6 |

(continued)
SMILES	BioA inh
CNC(=O)C[C@@H]1CC[C@@H]2[C@H](COc3ccc(NC(=O)Nc4ccccc4OC)cc3C(=O)N2C)O1	-3.1
C[C@H](CO)N1C[C@H](C)[C@@H](CN(C)C(=O)NC2CCCC2)Oc2ncc(C#CCN(C)C)cc2C1=O	-0.1
CCC(=O)Nc1ccc2c(c1)C(=O)N(C)[C@@H]1CC[C@H](CC(=O)NCc3ccccc3)O[C@H]1CO2	-0.6
COc1ccc(S(=O)(=O)N(C)C[C@H]2Oc3cc(-c4cccc(F)c4)ccc3S(=O)(=O)N([C@H](C)CO)C[C@H]2C)cc1	-3.9
CCc1cnc(N2[C@H](CO)[C@H](c3ccc(C#CCC4CCCC4)cc3)[C@@H]2C#N)s1	-1.3
C[C@H](CO)N1C[C@H](C)[C@@H](CN(C)S(=O)(=O)c2cccs2)Oc2ccc(NC(=O)Nc3ccc(F)cc3)cc2C1=O	-1.1
O=C(Nc1ccccc1Cl)N1C[C@@H]2[C@H](c3ccccc31)[C@@H](CO)N2Cc1ccccc1	-3.6
C[C@@H]1CN([C@H](C)CO)C(=O)Cc2cc(NC(=O)Nc3ccc(F)cc3)ccc2O[C@H]1CN(C)Cc1ccncc1	1.0
C[C@@H]1CN([C@@H](C)CO)C(=O)c2cc(C3=CCCC3)cnc2O[C@@H]1CN(C)C(=O)c1cccnc1	-4.6
C[C@H]1CN([C@@H](C)CO)C(=O)c2cc(-c3cccc(F)c3)cnc2O[C@@H]1CN(C)S(=O)(=O)c1cccc(F)c1	1.1
Cc1ccccc1-c1ccc2c(c1)O[C@H](CN(C)C(=O)c1ccccn1)[C@H](C)CN([C@@H](C)CO)S2(=O)=O	6.7
O=C(C[C@@H]1CC[C@@H]2NC[C@H](O)COC[C@H]2O1)NCCc1ccccc1	-0.6
Cc1ccccc1-c1cnc2c(c1)C(=O)N([C@H](C)CO)C[C@@H](C)[C@H](CN(C)C(=O)CC1CC1)O2	2.5
O=C(C[C@@H]1C[C@@H]2c3cc(NC(=O)Nc4ccc(F)cc4)ccc3O[C@@H]2[C@@H](CO)O1)NC1CCCC1	-1.2
CCC(=O)N1[C@H](C(=O)Nc2ccccc2)[C@@H](CO)[C@@H]2Cn3c(ccc(-c4ccncc4)c3=O)[C@@H]21	0.1

Next part, overlapping the part above by 7 compounds.
SMILES	BioA inh
C[C@@H]1CN([C@@H](C)CO)C(=O)c2cc(C3=CCCC3)cnc2O[C@@H]1CN(C)C(=O)c1cccnc1	-4.6
C[C@H]1CN([C@@H](C)CO)C(=O)c2cc(-c3cccc(F)c3)cnc2O[C@@H]1CN(C)S(=O)(=O)c1cccc(F)c1	1.1
Cc1ccccc1-c1ccc2c(c1)O[C@H](CN(C)C(=O)c1ccccn1)[C@H](C)CN([C@@H](C)CO)S2(=O)=O	6.7
O=C(C[C@@H]1CC[C@@H]2NC[C@H](O)COC[C@H]2O1)NCCc1ccccc1	-0.6
Cc1ccccc1-c1cnc2c(c1)C(=O)N([C@H](C)CO)C[C@@H](C)[C@H](CN(C)C(=O)CC1CC1)O2	2.5
O=C(C[C@@H]1C[C@@H]2c3cc(NC(=O)Nc4ccc(F)cc4)ccc3O[C@@H]2[C@@H](CO)O1)NC1CCCC1	-1.2
CCC(=O)N1[C@H](C(=O)Nc2ccccc2)[C@@H](CO)[C@@H]2Cn3c(ccc(-c4ccncc4)c3=O)[C@@H]21	0.1
CCCN(C)C[C@H]1Oc2ncc(-c3cccnc3)cc2C(=O)N([C@@H](C)CO)C[C@H]1C	-2.5
O=C(C[C@H]1C[C@@H]2c3cc(NC(=O)CC4CC4)ccc3O[C@@H]2[C@H](CO)O1)NCc1cccc(F)c1	1.8
C/C=C/c1cnc2c(c1)C(=O)N([C@H](C)CO)C[C@H](C)[C@H](CN(C)C(=O)Nc1ccc(F)cc1)O2	-0.1
CCc1csc(N2[C@H](CO)[C@@H](c3ccc(C4=CCCC4)cc3)[C@@H]2C#N)n1	1.4
C[C@@H](O)C#Cc1ccc([C@H]2[C@H]3CN(CC4CC4)CCCCN3[C@H]2CO)cc1	0.6
C[C@@H]1CN([C@H](C)CO)C(=O)c2cc(NC(=O)Cc3cn(C)c4ccccc34)ccc2O[C@@H]1CN(C)Cc1ccc(C(F)(F)F)cc1	-1.1
COc1ccc(S(=O)(=O)Nc2ccc3c(c2)CC(=O)N([C@@H](C)CO)C[C@H](C)[C@H](CN(C)S(=O)(=O)c2ccc(C)cc2)O3)cc1	0.0
C[C@H](CO)N1C[C@H](C)[C@@H](CN(C)C(=O)Nc2ccc(F)cc2)Oc2c(NC(=O)Nc3cccc4ccccc34)cccc2C1=O	3.5
CC(C)CC#Cc1ccc2c(c1)O[C@@H](CN(C)C(=O)c1cccc(F)c1)[C@H](C)CN([C@H](C)CO)S2(=O)=O	0.8
C[C@@H]1CN([C@H](C)CO)C(=O)CCCn2cc(nn2)CO[C@@H]1CN(C)S(=O)(=O)c1ccccc1F	0.4
C[C@H]1CN([C@@H](C)CO)C(=O)Cc2cc(NC(=O)Nc3ccc(F)cc3)ccc2O[C@H]1CN(C)S(C)(=O)=O	-1.8
C[C@H]1CN([C@@H](C)CO)C(=O)c2cccc(NS(=O)(=O)c3cccs3)c2O[C@@H]1CN(C)C(=O)NC1CCCCC1	-2.4
COc1ccc(S(=O)(=O)Nc2cccc3c2O[C@H](CN(C)S(=O)(=O)c2cn(C)cn2)[C@H](C)CN([C@H](C)CO)C3=O)cc1	-1.4
C[C@H]1CN([C@@H](C)CO)C(=O)c2cc(N(C)C)ccc2O[C@H]1CN(C)C(=O)NC1CCCCC1	-1.4
COc1cccc(C(=O)Nc2ccc3c(c2)C(=O)N(C)C[C@H](OC)[C@H](C)CN(CCc2ccccc2)[C@H](C)CO3)c1	8.7
O=C(C[C@H]1CC[C@H](NC(=O)C2CCOCC2)[C@@H](CO)O1)Nc1ccc(-c2ccccc2)cc1	-2.8
C[C@@H]1CN([C@@H](C)CO)C(=O)c2cc(NC(=O)NC3CCCCC3)ccc2O[C@H]1CN(C)Cc1ccc(Cl)c(Cl)c1	-4.6
O=C(C[C@@H]1C[C@@H]2c3cc(NC(=O)c4cccnc4)ccc3O[C@@H]2[C@@H](CO)O1)NCc1ccccn1	23
C[C@H](CO)N1C[C@H](C)[C@H](CN(C)C(=O)C2CCC2)Oc2ncc(C#Cc3ccccc3F)cc2C1=O	5.0
C[C@H](CO)N1C[C@H](C)[C@H](CN(C)C(=O)c2ccccn2)Oc2cc(C3=CCCC3)ccc2S1(=O)=O	-0.4
CO[C@H]1CN(C)C(=O)c2cc(NS(=O)(=O)c3cccc(F)c3)ccc2OC[C@H](C)NC[C@@H]1C	2.4
O=C(C[C@@H]1CC[C@@H]2[C@H](COC[C@H](O)CN2S(=O)(=O)c2ccc(F)cc2)O1)N[C@@H]1CCN(Cc2ccccc2)C1	0.5
Cc1ccc(S(=O)(=O)Nc2ccc3c(c2)C(=O)N([C@H](C)CO)C[C@H](C)[C@H](CN(C)C(=O)Nc2ccc(F)cc2)OCCCC[C@@H](C)O3)cc1	-1.0
N#C[C@@H]1[C@H](c2ccc(-c3ccccc3F)cc2)[C@H](CO)N1C(=O)C1CC1	0.5
CO[C@@H]1CN(C)C(=O)c2cc(NS(=O)(=O)c3ccccc3F)ccc2OC[C@@H](C)NC[C@H]1C	-1.0
O=C(NC[C@@H]1N[C@@H](CO)[C@H]1c1ccc(C2=CCCCC2)cc1)c1cccc(F)c1	-3.9
C/C=C/c1ccc2c(c1)O[C@H](CN(C)C(=O)CN1CCOCC1)[C@H](C)CN([C@@H](C)CO)S2(=O)=O	-0.2
CC(C)NC(=O)N(C)C[C@H]1Oc2ncc(-c3cccc(C#N)c3)cc2C(=O)N([C@@H](C)CO)C[C@H]1C	1.3
Cc1ccccc1-c1cnc2c(c1)C(=O)N([C@@H](C)CO)C[C@@H](C)[C@H](CN(C)C(=O)c1ccc(F)cc1)O2	7.5
CN(C)CC(=O)N1CCCCN2[C@H](CO)[C@@H](c3ccc(-c4cccnc4)cc3)[C@@H]2C1	8.6
COC(=O)C[C@@H]1CC[C@@H]2[C@@H](COc3ccc(NC(=O)Nc4ccccc4C)cc3C(=O)N2C)O1	-3.2
O=C(Cc1ccccc1)N[C@H]1C=C[C@@H](CC(=O)N2CCOCC2)O[C@@H]1CO	-3.4
O=S(=O)(c1ccccc1)N1C[C@@H]2[C@H](c3ccccc31)[C@H](CO)N2Cc1ccccn1	-2.7
C[C@@H]1CN([C@@H](C)CO)C(=O)Cc2cc(NC(=O)Cc3cn(C)c4ccccc34)ccc2O[C@@H]1CN(C)C(=O)Nc1ccc(C(F)(F)F)cc1	1.3
C[C@H](CO)N1C[C@H](C)[C@@H](CN(C)C(=O)Nc2cccc3ccccc23)Oc2c(NS(=O)(=O)c3ccc(F)cc3)cccc2C1=O	0.3
CNC[C@H]1OCCCC[C@H](C)Oc2ccc(NS(C)(=O)=O)cc2C(=O)N([C@H](C)CO)C[C@H]1C	0.0
CN(C)C(=O)C[C@H]1C=C[C@H](NC(=O)c2ccc(F)cc2)[C@H](CO)O1	0.3
CCc1cnc(N2[C@H](CO)[C@@H](c3ccc(C#CC(C)C)cc3)[C@@H]2C#N)s1	2.2
COc1ccc(S(=O)(=O)N(C)C[C@@H]2OCCCC[C@@H](C)Oc3ccc(NC(=O)Nc4c(C)noc4C)cc3C(=O)N([C@H](C)CO)C[C@H]2C)cc1	0.0
C[C@H]1CN([C@@H](C)CO)C(=O)c2cccc(NC(=O)c3ccncc3)c2O[C@H]1CN(C)S(C)(=O)=O	-1.5
Cc1ccc(S(=O)(=O)Nc2ccc3c(c2)C(=O)N([C@H](C)CO)C[C@@H](C)[C@@H](CN(C)S(=O)(=O)c2c(C)noc2C)OCCCC[C@H](C)O3)cc1	4.8
C[C@@H]1CCCCO[C@H](CN(C)Cc2ccc(C(=O)O)cc2)[C@H](C)CN([C@H](C)CO)C(=O)c2cc(NC(=O)Nc3ccccc3)ccc2O1	0.1
C[C@@H]1CCCCO[C@H](CN(C)C(=O)NC2CCCCC2)[C@@H](C)CN([C@H](C)CO)C(=O)c2cc(NC(=O)CCCN(C)C)ccc2O1	5.8
C[C@@H]1CN([C@@H](C)CO)C(=O)c2cc(C#CCN(C)C)cnc2O[C@@H]1CN(C)S(=O)(=O)c1cn(C)cn1	-8.4
COCC#Cc1cnc2c(c1)C(=O)N([C@H](C)CO)C[C@@H](C)[C@H](CN(C)C(=O)C1CC1)O2	0.8
CCCN1[C@@H]2Cn3c(cccc3=O)[C@H]1[C@@H](C(=O)Nc1ccccc1)[C@@H]2CO	-1.6
C[C@H](CO)N1C[C@H](C)[C@H](CN(C)C(=O)Nc2ccc(F)cc2)Oc2ccc(NC(=O)c3ccncc3)cc2C1=O	0.4
CNC[C@H]1Oc2cc(C#Cc3ccccc3OC)ccc2S(=O)(=O)N([C@@H](C)CO)C[C@@H]1C	0.4
C[C@H]1CN([C@@H](C)CO)C(=O)c2cc(NS(=O)(=O)c3ccc(F)cc3)ccc2O[C@@H]1CN(C)S(=O)(=O)c1ccccc1	-4.8
O=C(NCc1ccccc1)[C@]1(CCS(=O)(=O)c2ccccc2)N=C(c2ccc(OCCCO)cc2)O[C@@H]1c1ccccc1	-0.1
O=C(Cc1cccnc1)N1CCCCN2[C@@H](CO)[C@@H](c3ccc(C#CC4CCCC4)cc3)[C@@H]2C1	-0.4

Only part of the results is shown; count on the stated rates, not on these rows.
